FXIIa inh: human FXIIa protease inhibitors, primary screen, biochemical, single well. Coagulation factor XII (Homo sapiens), P00748. purified human FXIIa, AMC substrate fluorescence, 2 h. inhibition, % at 10 µM. 33,000 tested, 0.2% active. AID 701, 2007; in the data active = inhibition above about 30%;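 note: 0% = enzyme with vehicle only and 100% = no enzyme blank; many of its hits are not listed in these tables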
Target sequence (P00748 20-372 limits assumed): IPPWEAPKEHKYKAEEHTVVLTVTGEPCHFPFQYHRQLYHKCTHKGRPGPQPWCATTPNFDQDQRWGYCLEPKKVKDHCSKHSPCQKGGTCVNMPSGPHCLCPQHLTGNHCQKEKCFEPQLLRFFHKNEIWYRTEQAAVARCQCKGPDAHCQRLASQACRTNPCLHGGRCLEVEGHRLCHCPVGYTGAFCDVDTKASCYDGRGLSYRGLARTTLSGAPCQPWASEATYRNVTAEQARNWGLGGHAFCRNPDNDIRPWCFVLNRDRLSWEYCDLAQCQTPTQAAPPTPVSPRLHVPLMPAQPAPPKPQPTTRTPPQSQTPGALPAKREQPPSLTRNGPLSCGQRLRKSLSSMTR
Target sequence (P00748 373-615 limits assumed): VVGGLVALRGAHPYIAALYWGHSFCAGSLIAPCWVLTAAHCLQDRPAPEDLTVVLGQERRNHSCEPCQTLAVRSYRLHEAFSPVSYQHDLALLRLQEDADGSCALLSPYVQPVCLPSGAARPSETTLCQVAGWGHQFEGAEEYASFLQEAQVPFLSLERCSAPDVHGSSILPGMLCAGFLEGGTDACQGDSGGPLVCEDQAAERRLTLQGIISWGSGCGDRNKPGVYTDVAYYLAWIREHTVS
FXIa single inh: human FXIa protease inhibitors, primary screen, biochemical, single compound per well; inhibition, % at 10 µM; 33,000 tested, 0.3% active; AID 687, 2007; purified human FXIa, fluorogenic AMC substrate cleavage; Coagulation factor XI (Homo sapiens), P03951;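 active = inhibition above 40% in the primary screen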;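 note: 0% = enzyme without compound and 100% = blank wells lacking enzyme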
* hit, by the source's call. These rows are one share of the data (hit frequency here may not be typical).

FXIIa inh | FXIa single inh | SMILES
-1 | -5 | CCOC(=O)c1[nH]c(C)c(C(=O)c2ccc(C)cc2)c1C
8 | -1 | Cc1nc(CCNC(=O)Cc2ccc(F)cc2)cs1
2 | -7 | O=C(CSc1nnc2n1CCCN2C(=S)Nc1ccc(Cl)cc1)c1ccccc1
2 | -4 | O=C(C1CCC1)N1CCN(Cc2ccccc2)CC1
2 | -4 | CCOC(=O)c1ccc(NC(=O)CC2C(=O)N(c3ccccc3)C(=O)N2CCCOC)cc1 (stereo unspecified)
10 | 0 | CNC(=O)C1CC(=O)N/C(=N/N=C(\C)c2cccs2)S1 (stereo unspecified)
4 | 3 | CNC(=O)Nc1ccc2snnc2c1
5 | 3 | Cc1cccc(N2CCN(C(=O)C(Cc3ccccc3)n3cccc3)CC2)c1C (stereo unspecified)
6 | 7 | C(=C\c1cc(/C=C/c2ccccc2)ncn1)/c1ccccc1
7 | 13 | CCOc1ccc(C(=O)N2CCSC2=S)cc1
2 | 11 | C=C(C)C(=O)OC1(C(F)(F)F)Oc2cc(C)ccc2NC1=O (stereo unspecified)
3 | -15 | COc1ccc(NC(=O)OC(C)C)cc1
2 | -4 | CCNC(=S)NCCN1CCCCC1
10 | -8 | Cc1ccc(Cl)cc1N1CCN(C(=O)C2CCN(S(=O)(=O)c3c(C)nn(C)c3C)CC2)CC1
2 | 2 | O=C(NCc1ccccc1)C(c1ccc(O)cc1)N(C(=O)Cn1nnc(-c2cccs2)n1)c1ccc2c(c1)OCCO2 (stereo unspecified)
6 | -3 | O=C(CNC(=O)c1ccco1)NCC(=O)OC(C(=O)c1ccccc1)c1ccc(Cl)cc1 (stereo unspecified)
2 | 5 | CCCN1C(=S)SC(C)(C)C1/[N+]([O-])=C/c1cccnc1 (stereo unspecified)
-14 | -2 | CCn1c(CNC(=O)c2ccco2)nnc1SCC(=O)Nc1cc(C)c(C)cc1Br
3 | 3 | COc1ccccc1CNC(=O)C1CCN(S(=O)(=O)c2c(C)noc2C)CC1
-16 | 33 | Cc1c(C(=O)N2CCCCC2)sc(NC(=O)c2ccco2)c1C#N
4 | -2 | CCC(=O)N1CCc2cc(S(=O)(=O)N3CCc4ccccc43)ccc21
17 | -11 | COc1cc(/C=C/C(=O)NNc2c(F)c(F)cc(F)c2F)ccc1OC(F)F
68* | 97* | Cc1ccc(C(=O)n2nnc3ccccc32)cc1
1 | -13 | Cc1nn(C)c(C)c1NC(=O)CSc1nc(-c2ccccc2Cl)nc2c1cnn2-c1ccccc1
10 | 12 | O=C(CCC1COc2ccccc2O1)NCc1ccccc1 (stereo unspecified)

2 entries from above, with bars between the fields:
molecule | FXIIa inh | FXIa single inh
CCCN1C(=S)SC(C)(C)C1/[N+]([O-])=C/c1cccnc1 (stereo unspecified) | 2 | 5
CCn1c(CNC(=O)c2ccco2)nnc1SCC(=O)Nc1cc(C)c(C)cc1Br | -14 | -2

New compounds follow
FXIIa inh | FXIa single inh | SMILES
-16 | -3 | CC1=CN2C(=NC(=O)CC2(C)C(=O)N(CC(=O)NC2CCCC2)c2ccccc2C)C=C1 (stereo unspecified)
10 | 8 | Cc1cccc(-n2c(C)cc(/C=N/n3cnnc3)c2C)c1
6 | -2 | O=C(CSc1ncccc1-c1nc2ccccc2[nH]1)N1CCN(c2ccccc2F)CC1
-11 | -3 | Cc1c(C(=O)NC2=NCCS2)oc2ccccc12
-17 | -1 | Cc1ccc(NC(=O)CS(=O)(=O)c2c[nH]c3ccccc23)c(C)c1
-13 | 28 | NC(=O)CSc1nnc(C2CC2)n1-c1ccccc1
4 | 3 | CCOC(=O)Cn1cnc2sc3c(c2c1=O)CCC3
6 | -3 | COCCNC(=O)CSc1nnc2c(Cl)cc(Cl)cn12
10 | 2 | C/C(=N\NC(=O)C1COc2ccccc2O1)c1cccs1 (stereo unspecified)
-5 | 3 | N#CC1=C(N)N(c2ccccc2)C(c2ccccc2)C1(C#N)C#N (stereo unspecified)
6 | 5 | CC(Oc1cccc2c1OC(C)(C)C2)C(=O)O (stereo unspecified)
-2 | 3 | COC(=O)c1ccc(CSc2nnc(CNC(=O)c3cccs3)o2)o1
6 | 10 | Cc1cc(/C=C2\SC(N)=NC2=O)c(C)n1-c1ccccc1
2 | 4 | CC(=O)[C@@H]1[C@@H]2C(=O)N(C3CCCCC3)C(=O)[C@@H]2C2c3ccccc3C=CN21 (stereo partly specified)
1 | 2 | CCSC1=NC(C)(C)C=C(/C=C/c2ccc(Cl)cc2Cl)N1
11 | -8 | CCOc1cc(CNc2ccc3cn[nH]c3c2)ccc1OC
5 | -2 | CC(C(=O)Nc1ccccc1-c1ccccc1)N1CCCCC1 (stereo unspecified)
4 | -4 | Cn1c(NC(=O)c2cccc(Cn3cc(Cl)cn3)c2)nc2ccccc21
7 | -3 | O=C(Cn1nc(-c2ccccc2)c2ccccc2c1=O)Nc1cccnc1
6 | -3 | COC(=O)c1ccc(NS(=O)(=O)c2cccc3cccnc23)cc1
10 | -1 | O=C(Nc1nccs1)c1cc(S(=O)(=O)N2CCOCC2)c(Cl)cc1Cl
4 | 8 | COC(=O)C1=C(C)NC(C)=C(C(=O)OC)C1c1ccccc1[N+](=O)[O-]
5 | -9 | COc1ccc(C(=O)COC(=O)C(CCCCN2C(=O)C3C4C=CC(C4)C3C2=O)N2C(=O)C3C4C=CC(C4)C3C2=O)cc1 (stereo unspecified)
3 | 2 | Cc1cc(C)c(C)c(S(=O)(=O)NCC(=O)N2CCCC2)c1C
1 | 5 | CC(=O)c1ccc2c(c1)C1C=CCC1C(c1ccncc1)N2 (stereo unspecified)

Some of the entries so far, with two lines to a compound:
Sequence of screens: FXIIa inh | FXIa single inh
C/C(=N\NC(=O)C1COc2ccccc2O1)c1cccs1 (stereo unspecified)
  10 | 2
N#CC1=C(N)N(c2ccccc2)C(c2ccccc2)C1(C#N)C#N (stereo unspecified)
  -5 | 3
CC(Oc1cccc2c1OC(C)(C)C2)C(=O)O (stereo unspecified)
  6 | 5

Five records drawn at random from those above, as already listed:
FXIIa inh | FXIa single inh | SMILES
10 | -1 | O=C(Nc1nccs1)c1cc(S(=O)(=O)N2CCOCC2)c(Cl)cc1Cl
2 | 11 | C=C(C)C(=O)OC1(C(F)(F)F)Oc2cc(C)ccc2NC1=O (stereo unspecified)
-16 | -3 | CC1=CN2C(=NC(=O)CC2(C)C(=O)N(CC(=O)NC2CCCC2)c2ccccc2C)C=C1 (stereo unspecified)
5 | -2 | CC(C(=O)Nc1ccccc1-c1ccccc1)N1CCCCC1 (stereo unspecified)
8 | -1 | Cc1nc(CCNC(=O)Cc2ccc(F)cc2)cs1

Carrying on.
FXIIa inh | FXIa single inh | SMILES
-14 | 14 | Cc1ccc(NCN2C(=O)C3CC=C(Cl)CC3C2=O)cc1 (stereo unspecified)
1 | 1 | CC1CC(C)CN(CCC(=O)Nc2cccc(Cl)c2)C1 (stereo unspecified)
5 | 0 | CCn1c(SCC(=O)Nc2cc3oc4ccccc4c3cc2OC)nnc1-c1cccs1
8 | 2 | O=C(CSCc1ccc(F)cc1)NCc1ccco1
-13 | 21 | O=C(c1ccco1)N1CCN(c2ncnc3scc(-c4ccccc4)c23)CC1
8 | -11 | O=S(=O)(c1ccc(OCC(O)CN2CCCCC2)cc1)N1CCOCC1 (stereo unspecified)
-19 | 1 | Cn1c(=O)c2c(nc(SCCN3CCCCC3)n2C)n(C)c1=O
-3 | -3 | CCN(CC)c1ccc2c(c1)oc(=O)c1c(Cl)cc(=O)oc12
-19 | -1 | COCCCNC(=O)Cn1nnc(-c2ccccc2NC(=O)c2ccccc2F)n1
4 | 4 | O=C1CSC(c2cn(-c3ccccc3)nc2-c2cccs2)N1Cc1ccccc1 (stereo unspecified)
13 | -9 | COC(=O)c1cc(Br)c(=O)n(-c2ccccc2F)c1
-1 | 1 | Brc1ccc(Nc2c3c(nc4ncnn24)CCC3)cc1
9 | 3 | Fc1ccc(CSc2nc3ncc(Br)cc3[nH]2)cc1
-8 | -13 | O=c1c2c(nc(NCCO)n1CC1CCCCC1)-c1ccccc1CC21CCCC1
3 | -5 | CC(C)c1ccc(NC(=O)C2C3C=CC4(CN(CCCN5CCOCC5)C(=O)C24)O3)cc1 (stereo unspecified)
6 | -4 | CNC(=O)c1snnc1-c1ccccc1
3 | -7 | COc1ccccc1N(CC(=O)Nc1ccc(S(=O)(=O)N2CCCCC2)cc1)S(C)(=O)=O
12 | 0 | O=C(c1cc(-c2cccs2)on1)N1CCN(C(c2ccccc2)c2ccccc2)CC1
3 | 5 | Cc1ccc(S(=O)(=O)NC(=NCC(=O)O)c2ccc(F)cc2)cc1
5 | 12 | CCn1nc(C)cc1Nc1ccccc1
4 | -2 | Cc1cccn2c(=O)c3cc(C(=O)N4CCCc5ccccc54)n(C)c3nc12
-13 | 17 | Cc1ccc(Cl)cc1N1CCN(C(=O)Cc2c(C(=O)O)[nH]c3ccccc23)CC1
6 | -8 | COc1cc2c(cc1NC(=O)CSc1nnc(COc3ccc(Cl)cc3)n1C)oc1ccccc12
8 | -2 | CC(=O)Nc1ccc(S(=O)(=O)NCc2ccc3[nH]c(C)cc3c2)cc1
1 | -3 | CCOC(=O)CN(C(=O)CNC(=O)c1ccco1)C(C(=O)NC1CCCCC1)c1cccc(OC)c1 (stereo unspecified)

FXIIa inh | FXIa single inh | SMILES
0 | -7 | O=C(O)c1cnn2c(C(F)F)cc(C3CC3)nc12
-14 | 30 | CC(CC1CC(C)(C)OC1=O)C(=O)Nc1nncs1 (stereo unspecified)
-13 | 32 | C=CCSc1cc(C)nc2c(-c3ccc(Cl)cc3)c(C)nn12
-3 | -4 | COc1cc(OC)cc(C(=O)OCC(=O)Nc2ccc(N3CCCCC3)cc2)c1
4 | -4 | COc1cc2c(OC)cccc2cc1C(=O)O
-3 | -3 | CCN(CC)CCCn1c(=S)[nH]c2ncccc2c1=O
3 | -1 | O=C(Nc1cccnc1)C1CCCN(S(=O)(=O)c2cccc3nsnc23)C1 (stereo unspecified)
5 | 2 | CN(C)/C=N/c1c(C#N)cnn1-c1nc2ccccc2s1
4 | 2 | Cc1ccc2c(c1)C=CC(C)N2C(=O)c1ccccc1 (stereo unspecified)
33* | 4 | O=C(c1ccc2c(c1)OCO2)N1CCN(c2ccc(F)cc2)CC1
6 | -4 | Cc1cccc2sc(NC(=O)C3CCCO3)nc12 (stereo unspecified)
2 | -4 | Cc1ccc(-n2nc3c(c2NC(=O)c2ccccc2Br)CS(=O)C3)cc1 (stereo unspecified)
3 | -3 | CCOC(=O)C1CCCN(CCC(=O)Nc2ccc(C)cc2)C1 (stereo unspecified)
4 | -1 | O=C(OCCN1C(=O)c2ccccc2C1=O)c1ccco1
3 | -2 | CCOC(=O)C(C)On1c(-c2ccccc2)nc2ccc([N+](=O)[O-])cc21 (stereo unspecified)
4 | 4 | CCOC(=O)C(=O)Nc1nnc(CCc2ccccc2)s1
-9 | 26 | N#C/C(=C/c1ccc(N2CCCCC2)o1)c1cccc(F)c1
-9 | -1 | O=c1[nH]cnc2scc(-c3ccsc3)c12
2 | 0 | COc1cc(C(=O)Nc2ccc(-c3nnc(-c4ccco4)o3)cc2)cc(OC)c1OC
14 | 0 | CC(=O)Nc1nnc(-c2ccc3c(c2)CCCC3)o1
6 | -1 | O=c1c2cnn(-c3ccc(F)cc3)c2ncn1Cc1ccc(F)cc1
2 | -5 | Cc1cc(C)n(CC(O)Cn2ccc3ccccc32)n1 (stereo unspecified)
4 | 10 | O=S(=O)(NCc1cccnc1)c1ccccc1
-8 | -14 | Cc1nc([N+](=O)[O-])c(Br)n1CC(=O)c1ccc2ccccc2c1
4 | 1 | CCCC(=O)N1CC2(C)CN(C(=O)CCC)CC(CCC)(C1)C2=O

FXIIa inh | FXIa single inh | SMILES
11 | 1 | CCCn1c(N)c(C(=O)CSc2nnnn2-c2ccc(O)cc2)c(=O)n(C)c1=O
-3 | -3 | C=C(C)CSc1nnc(-c2ccc(C)cc2)n1N
1 | -4 | CC(=O)c1c(C)nc2ccc(Cl)cn12
6 | 2 | CCC(=O)N1CCc2cc(S(=O)(=O)CCC(=O)Nc3ccc(F)c(F)c3)ccc21
6 | -3 | Cc1cc(-c2nc3ccccc3o2)c2ccccc2n1
-8 | -1 | Fc1ccc(-c2cc3nc(-c4ccccc4)cc(N4CCN(CCN5CCOCC5)CC4)n3n2)cc1
5 | -4 | O=C(CCNS(=O)(=O)c1ccc2c(c1)CCC(=O)N2)NCc1cccnc1
2 | -13 | COC(=O)c1sccc1N/N=C(\C)c1ccc(F)c(Cl)c1
1 | 3 | CCOc1ccc(N(CC(=O)NC2CCCCC2)C(=O)CNC(=O)c2ccco2)cc1
7 | 5 | CC(C)n1cc(/C=C(\C#N)S(=O)(=O)c2ccccc2)c2ccccc21
2 | -1 | CCOC(=O)c1[nH]c(C)c(C(=O)NCc2ccccn2)c1C
-14 | 33 | CCOC(=O)c1oc2cc(O)ccc2c(=O)c1-c1ccc(OC)cc1
3 | 8 | CCCC(=O)Nc1nnc(CCN2CCCCC2)s1
7 | -10 | Cc1ccnn1CC(=O)N/N=C/c1ccco1
5 | -9 | Cc1cc(C)c2c(=O)[nH]c(SCC(=O)Nc3ccc(N(C)C)cc3)nc2n1
3 | -8 | CCOC(=O)n1c(SCC(N)=O)nc2ccccc21
-25 | -6 | Cc1cc(-c2nc3cccnc3s2)ccc1NS(=O)(=O)c1ccc2c(c1)OCCO2
5 | -2 | Cc1ccn(CC(=O)O)c(=O)c1
3 | -2 | COC(=O)c1c(NC(=O)CSc2nnnn2-c2ccccc2)sc2c1CCC(C)C2 (stereo unspecified)
3 | 0 | CCN(Cc1ccccc1)C(=O)c1ccccc1C
4 | -2 | Cc1cc(C)n2nc(SCn3nnc4ccccc4c3=O)nc2n1
9 | -1 | Cc1cc(C(=O)CSc2ccc(Cl)cc2)cc(C)c1OC(=S)N(C)C
1 | -1 | COc1ccc2cc(C(=O)NCC(=O)O)sc(=O)c2c1OC
-2 | -3 | COc1ccc(C2C(C#N)=C(C)NC3=C2S(=O)(=O)c2ccccc23)cc1 (stereo unspecified)
2 | -7 | COC(=O)c1sc(NC(=O)COc2ccc(C)cc2)nc1C
2 | 4 | CCOC(=O)c1oc2cccc(O)c2c1CN1CCOCC1
12 | 1 | COc1ccc(CNc2ncnc(N)n2)cc1

High-throughput results (PubChem BioAssay)
